GSK3 alpha inh: human GSK-3 alpha kinase inhibition. P49840. ADP-Glo luminescence, 60 min. inhibition, % at 10 µM. hit rate 0.1% among 320,000. AID 2650;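 in the data active means inhibition above about 50%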;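 further: GST-tagged GSK-3 alpha with peptide substrate and 25 µM ATP; 0% = DMSO neutral wells and 100% = GW8510 positive control wells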
KLF5 inh: suppresses KLF5 promoter-driven expression; DLD-1 KLF5 promoter-luciferase reporter, luminescence; inhibition, % at 5 µM; hit rate 0.23% among 290,000;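 active means inhibition above a per-plate limit of that plate's mean compound inhibition plus 3 SD, cut at about 60% in these data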;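 further: 0% = DMSO wells and 100% = LY294002 at 200 µM; higher means less KLF5 promoter-driven luciferase light; inactives centre near -14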
HSF-1 act: increases HSF-1 driven luciferase reporter signal | activation, % at 9 µM | AID 504408 | hit rate 1.7% among 300,000 | NIH3T3-HGL HSF-1 luciferase reporter, MG132, 8 h; 100% = twice DMSO control signal;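 active means mean replicate activation of at least 50% with a set share of replicates each reaching 50%; inconclusive means only one of those two conditions met; inactive means mean below 50% and too few replicates reaching it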;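 further: 0% = median of the neutral control wells and 100% = twice that signal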
HSP90 refold inh: inhibitors of HSP90 luciferase refolding in rabbit reticulocyte lysate | luciferase refolding luminescence, 3 h | inhibition, % at 5.6 µM | hit rate 0.91% among 290,000 | AID 1789;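 active means inhibition above the screen-wide mean plus 3 SD, computed separately per campaign, cut at about 16% in these data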;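 further: 0% = DMSO wells and 100% = 60 µM geldanamycin wells; inhibitors lower the luminescence because luciferase stays unfolded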
HSF1 inh: HSF1 inhibition. NIH3T3-HGL HSE-luciferase, MG132-induced, luminescence 8 h; hits give low values. activity change, negative = inhibition, % at 7.5 µM (by protocol). hit rate 0.77% among 300,000. AID 2098;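 active means more than half of replicate wells show activity change below -50%, luminescence cut by over half; inconclusive means some wells, but at most half, below -50%; inactive means no replicate well below -50%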;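 further: luciferase reports HSF-1 transcriptional activity via heat shock element; 0% = median of DMSO wells and -100% = zero luminescence signal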
IEC-6 tox: IEC-6 cytotoxicity, counter-screen for KLF5 inhibitors. luminescence viability. inhibition, % at 5 µM. hit rate 0.78% among 290,000. AID 1825; in the data active means inhibition above about 22%;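 further: 0% = plate median of test compound wells and 100% = cytotoxic reference compound wells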
* hit, by the source's call; ? = inconclusive; . = no result given. Not all compounds are listed; count on the stated rates, not on these rows.

SMILES | GSK3 alpha inh | KLF5 inh | HSF-1 act | HSP90 refold inh | HSF1 inh | IEC-6 tox
Cn1c(=O)c2c(nc(CN3CCc4ccccc4C3)n2CCc2ccccc2)n(C)c1=O | . | -17.4 | . | 1.4 | . | 6.5
COc1cccc(C2C(C(=O)c3ccc(C)o3)=C(O)C(=O)N2CCCN(C)C)c1 (stereo not drawn) | . | -45.0 | . | 0.8 | . | -2.7
O=S(=O)(c1cccs1)N1CN(Cc2ccc(F)cc2)c2nc3ccccc3nc21 | . | -48.4 | . | 0.2 | . | -3.8
COc1cc(-c2ccc(NC(=O)CN3CCCCC3)c(OC)c2)ccc1NC(=O)CN1CCCCC1 | . | 5.3 | . | 5.3 | . | -2.1
CCOC(=O)CN1C(=O)N[C@@H](c2ccc(Br)cc2)C(C(C)=O)=C1C | . | -2.3 | . | -2.4 | . | -7.2
CC(=O)OC[C@H]1O[C@H](CCO/N=C(\C)CCN2CCCc3nc(C)c(C)cc32)C=C[C@@H]1OC(C)=O | . | -10.4 | . | -3.1 | . | 6.3
COCCn1c(CN2CCN(c3ccc(F)cc3)CC2)nc2c1c(=O)n(C)c(=O)n2C | . | -12.3 | . | 1.2 | . | -2.1
CCCCN(CCCC)C(=O)CSc1nnc2n(C)c(=O)c3c4c(sc3n12)CCCC4 | . | -10.0 | . | 4.9 | . | -0.1
COc1cc(/C=C2\SC(=O)N(CC(=O)Nc3cccc(C)c3)C2=O)cc([N+](=O)[O-])c1O | . | -17.9 | . | 0.5 | . | -7.6
Cn1c(=O)n(CCN2CCOCC2)c(=O)c2c1nc1n2CCN1c1ccccc1 | . | 8.5 | . | 2.5 | . | 3.0
CCOC(=O)c1sc(NC(=O)CSc2nc3c(c(=O)n2-c2ccc(F)cc2)SCC3)c(C(=O)OCC)c1C | . | -7.5 | . | 3.3 | . | -2.8
Cn1c(=O)oc2cc(S(=O)(=O)N3CCC(C(=O)N4CC=C(c5ccccc5)CC4)CC3)ccc21 | . | -16.8 | . | 1.5 | . | 8.8
CCc1cc2c(=O)c(-c3nc4ccccc4[nH]3)coc2c(CN2CCC(C)CC2)c1O | . | -5.9 | . | -1.6 | . | -2.8
Cc1cncn1CCc1nc2c3ccccc3nc(=S)n2[nH]1 | . | -26.2 | . | -3.4 | . | -5.4
COc1cc2c(cc1OC)C(Cc1cc(OC)c(OC)cc1[N+](=O)[O-])=NCC2 | . | . | -5.5 | . | -5.5 | .
COc1ccc(C2c3cc4c(cc3OC(N3CCOCC3)C2C)OCO4)c(OC)c1 (stereo not drawn) | . | . | 26.2 | . | 26.2 | .
Nc1ncnc2c(C3OC(CO)C(O)C3O)c[nH]c12 (stereo not drawn) | . | . | 90.8* | . | 90.8* | .
O=C(Cc1ccccc1[N+](=O)[O-])NCC(O)c1ccc2c(c1)OCO2 (stereo not drawn) | . | . | -4.2 | . | -4.2 | .
O=C(NC1CC1(c1ccccc1)c1ccccc1)c1ccccc1 (stereo not drawn) | . | . | -2.1 | . | -2.1 | .
CCc1nc(N)nc(N)c1-c1ccc(NCCN)c([N+](=O)[O-])c1 | . | . | -0.8 | . | -0.8 | .
Cc1ccc(-c2noc(CC(=O)c3ccc([N+](=O)[O-])cc3)n2)cc1 | . | . | -0.7 | . | -0.7 | .
CN(C)CCC1(C2=CCCC2)CC/C(=C/c2ccc(Cl)cc2)C1=O (stereo not drawn) | . | . | 9.3 | . | 9.3 | .
O=P(Cc1ccccc1)(Cc1ccccc1)c1ccccc1 | . | . | -5.0 | . | -5.0 | .
Cc1cc(NCCCCCCCNc2cc(C)nc3cc([N+](=O)[O-])ccc23)c2ccc([N+](=O)[O-])cc2n1 | . | . | -15.4 | . | -15.4 | .
O=[N+]([O-])c1ccc(Nc2cccc3c2[nH]c2c(-c4ccccc4)nccc23)c([N+](=O)[O-])c1 | . | . | 6.9 | . | 6.9 | .
O=C1/C(=C\c2ccc(O)cc2)CCC1CNc1ccc(Cl)cc1 (stereo not drawn) | . | . | -5.9 | . | -5.9 | .
N#Cc1c(N)n(C2OC(CO)C(O)C2O)c2ncnc(N)c12 (stereo not drawn) | . | . | 78.4* | . | 78.4* | .
CCOC(=O)CCCCCCCCC(=O)Nc1ccc(-n2[nH]c(=O)cc2C)cc1 | . | . | -4.1 | . | -4.1 | .
O=C(Cc1ccccc1[N+](=O)[O-])NCC1(c2cccc3c2OCO3)OCCO1 | . | . | 2.2 | . | 2.2 | .
N=C(N)SCc1ccc(Cl)c2ccccc12 | . | . | -11.9 | . | -11.9 | .
O=C(NC1CCCCC1)c1csnn1 | . | . | -1.5 | . | -1.5 | .
Cc1ccc(S(=O)(=O)Nc2ccc3nc(C)oc3c2)cc1 | . | . | -7.8 | . | -7.8 | .
O=[N+]([O-])c1cccc(C=NNc2ccc3ccccc3n2)c1O | . | . | ? | . | ? | .
COC(=O)c1cccc2c(C(=O)O)cc(-c3ccccc3)nc12 | . | . | 0.9 | . | 0.9 | .
CCc1nc(N)nc(N)c1-c1ccc(Cl)c(N=[N+]=[N-])c1 | . | . | -1.4 | . | -1.4 | .
CCOc1ccc(NC2=CC(=O)C(=O)c3ccccc32)cc1 | . | . | -25.0 | . | -25.0 | .

At a glance, some entries already given:
SMILES | GSK3 alpha inh | KLF5 inh | HSF-1 act | HSP90 refold inh | HSF1 inh | IEC-6 tox
O=[N+]([O-])c1ccc(Nc2cccc3c2[nH]c2c(-c4ccccc4)nccc23)c([N+](=O)[O-])c1 | . | . | 6.9 | . | 6.9 | .
O=C1/C(=C\c2ccc(O)cc2)CCC1CNc1ccc(Cl)cc1 (stereo not drawn) | . | . | -5.9 | . | -5.9 | .
N#Cc1c(N)n(C2OC(CO)C(O)C2O)c2ncnc(N)c12 (stereo not drawn) | . | . | 78.4* | . | 78.4* | .
CCOC(=O)CCCCCCCCC(=O)Nc1ccc(-n2[nH]c(=O)cc2C)cc1 | . | . | -4.1 | . | -4.1 | .
O=C(Cc1ccccc1[N+](=O)[O-])NCC1(c2cccc3c2OCO3)OCCO1 | . | . | 2.2 | . | 2.2 | .

The listing continues.
SMILES | GSK3 alpha inh | KLF5 inh | HSF-1 act | HSP90 refold inh | HSF1 inh | IEC-6 tox
CN(NC(=O)NN(C)C(=O)c1ccccc1)C(=O)c1ccccc1 | . | . | 3.9 | . | 3.9 | .
S=C(c1ccco1)N1CCOCC1 | . | . | 2.3 | . | 2.3 | .
CC(=NNc1ccc2ccccc2n1)c1ccccc1O | . | . | 10.8 | . | 10.8 | .
O=C1C=C(Nc2cccnc2)c2ccccc2C1=O | . | . | 40.1 | . | 40.1 | .
O=C(Nc1ccccc1)C(CCCCN1C(=O)c2ccccc2C1=O)N1C(=O)c2ccccc2C1=O (stereo not drawn) | . | . | 0.0 | . | 0.0 | .
Cc1nc2c(Br)cc(Br)cc2c(=O)n1-c1ccccc1NC1OCC(O)C(O)C1O (stereo not drawn) | . | . | -5.7 | . | -5.7 | .
CNC1CCc2cc(OC)c(OC)c(OC)c2-c2ccc(SC)c(=O)cc21 (stereo not drawn) | . | . | 44.7 | . | 44.7 | .
c1ccc(-c2c[nH]c(-c3ccccc3)c2)cc1 | . | . | -83.8 | . | -83.8 | .
COc1cc(C2c3cc4c(cc3OC(NCc3ccccc3)C2C)OCO4)cc(OC)c1OC (stereo not drawn) | . | . | 33.8 | . | 33.8 | .
COC(=O)C(=O)C1CCc2c(Cl)cc(OC)c(OC)c2C1=O (stereo not drawn) | . | . | 1.7 | . | 1.7 | .
CC(=O)Nc1ccc(/C(N=Nc2ccccc2)=N/N=C(N)N)cc1 | . | . | -47.3 | . | -47.3 | .
Cc1nc2[nH]c(=O)n(O)c(=O)c2s1 | . | . | -2.0 | . | -2.0 | .

HSF-1 act: hit marks shown above.
SMILES	GSK3 alpha inh	KLF5 inh	HSF-1 act	HSP90 refold inh	HSF1 inh
Nc1ncnc2c(C3OC(CO)C(O)C3O)c[nH]c12 (stereo not drawn)	.	.	90.8*	.	90.8*
N#Cc1c(N)n(C2OC(CO)C(O)C2O)c2ncnc(N)c12 (stereo not drawn)	.	.	78.4*	.	78.4*

Continuation:
SMILES | GSK3 alpha inh | KLF5 inh | HSF-1 act | HSP90 refold inh | HSF1 inh | IEC-6 tox
O=C1NC(c2ccccc2)N=C2Oc3ccccc3C=C12 (stereo not drawn) | . | . | 14.5 | . | 14.5 | .
COc1ccc(CNC(=O)COC(=O)c2ccc(F)c(S(=O)(=O)N3CCOCC3)c2)cc1 | -2.5 | . | -2.9 | . | -2.9 | .
Cc1cc(C(=O)COC(=O)C2=COCCO2)c(C)n1-c1ccccc1 | -1.7 | . | 48.8 | . | 48.8 | .
O=C(COC(=O)c1ccc([N+](=O)[O-])o1)Nc1ncc(Cl)cc1Cl | -0.1 | . | 1.0 | . | 1.0 | .
Cc1cc(NC(=O)COC(=O)Cn2[nH]c(=O)c3ccccc3c2=O)c([N+](=O)[O-])cc1C | -6.7 | . | 0.4 | . | 0.4 | .
Cc1cccc(C(=O)OCC(=O)c2ccc3c(c2)NC(=O)CO3)c1 | -5.5 | . | -26.5 | . | -26.5 | .
Cc1c(CCOC(=O)c2ccc(Cl)cc2Cl)sc[n+]1CC(=O)c1ccccc1 | 35.0 | . | 3.6 | . | 3.6 | .
Cn1cccc1C(=O)OCC(=O)Nc1sccc1C#N | -4.2 | . | -87.7 | . | -87.7 | .
O=C(CCC(=O)N1CCN(S(=O)(=O)c2ccc([N+](=O)[O-])cc2)CC1)N1CCOCC1 | -0.4 | . | 3.6 | . | 3.6 | .

Of the compounds above, two have bromine.
SMILES | GSK3 alpha inh | KLF5 inh | HSF-1 act | HSP90 refold inh | HSF1 inh | IEC-6 tox
CCOC(=O)CN1C(=O)N[C@@H](c2ccc(Br)cc2)C(C(C)=O)=C1C | . | -2.3 | . | -2.4 | . | -7.2
Cc1nc2c(Br)cc(Br)cc2c(=O)n1-c1ccccc1NC1OCC(O)C(O)C1O (stereo not drawn) | . | . | -5.7 | . | -5.7 | .

Bioassay records as filed in PubChem.
